# NOD1 NF-kB reporter: NOD1 signaling inhibitors, primary screen, cell-based, luminescence, uHTS (AID 1578) | NOD1-driven NF-kB luciferase reporter cells, luminescence; higher % means a stronger effect | inhibition, % at 4 µM, or EC50 in µM where a hit was titrated | 290,000 tested, 1% active; in the data active means inhibition mostly above about 36%, no sharp cut-off; inactive means mostly below about 34%;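 further: HEK-293T reporter cells stimulated with the NOD1 agonist gamma-tri-DAP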
# PMI inhibition: human PMI inhibitors, high substrate, primary screen, biochemical, fluorescence intensity, high mannose 6-phosphate (AID 1220); recombinant PMI enzyme, coupled fluorescence intensity; higher % means a stronger effect; 190,000 tested, 0.66% active; one-dose inhibition, % at 20 µM; IC50 in µM for titrated hits
# LYP inhibition: inhibitors of LYP phosphatase, biochemical, fluorescence intensity, uHTS (AID 1779) | one-dose inhibition, % at 11.5 µM; IC50 in µM for titrated hits | 290,000 tested, 0.054% active | recombinant LYP phosphatase, fluorescence intensity; higher % means a stronger effect;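 further: plate controls were vehicle with enzyme for no effect and no enzyme for full effect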
# XIAP displacement: XIAP antagonists, biochemical, IAP family, fluorescence polarization (AID 1018); 200,000 tested, 0.007% active; displacement, % at 20 µM, or IC50 in µM where a hit was titrated; XIAP BIR domain, fluorescence polarization peptide displacement; higher % means a stronger effect; in the data active means displacement above about 50%; further: a part of the inactive calls stands beside numbers as strong as those of hits
# KOR beta-arrestin-1: KOR agonists, beta-arrestin recruitment, primary screen, cell-based, luminescence, uHTS (AID 1777); KOR beta-arrestin recruitment, luminescence; higher % means a stronger effect; activation, % at 10 µM; hits with a dose series show EC50 in µM; 280,000 tested, 0.02% active; in the data active means activation above about 50%, passing the limit was not always enough; further: a part of the inactive calls stands beside numbers as strong as those of hits
# HEK293 NOD2/NF-kB: NOD2 signaling inhibitors, cell-based, luminescence, uHTS, HEK293 (AID 1566). HEK293 NOD2/NF-kB luciferase reporter, luminescence; higher % means a stronger effect. 290,000 tested, 0.63% active. inhibition, % at 4 µM; hits with a dose series show EC50 in µM; further: many of its hits are not listed in these tables
# KOR beta-arrestin-2: KOR antagonists, beta-arrestin recruitment, cell-based, luminescence, uHTS (AID 1778); KOR beta-arrestin recruitment, luminescence, antagonist mode; higher % means a stronger effect; one-dose inhibition, % at 10 µM; IC50 in µM for titrated hits; 290,000 tested, 0.091% active; further: strong numbers were not always called active
# human PMI inhibition: inhibitors of human PMI, primary screen, biochemical, fluorescence intensity, coupled assay (AID 1209) | purified PMI enzyme, coupled fluorescence intensity; higher % means a stronger effect | one-dose inhibition, % at 20 µM; IC50 in µM for titrated hits | 190,000 tested, 0.42% active;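 further: plate controls were DMSO vehicle for no effect and wells lacking substrate for full effect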
# TNAP activators: stimulation of alkaline phosphatase TNAP activity – biochemical, luminescent, no phosphate acceptor, uHTS, primary screen (AID 1001); purified TNAP, luminescent activation assay, no phosphate acceptor; higher activation fold means a stronger effect; one-dose activation fold at 20 µM; EC50 in µM for titrated hits; 200,000 tested, 0.03% active; in the data active means activation fold from about 3, or a potency from the dose series; inactive means the rest, 99 in 100 with activation fold below about 1.6; further: many of its hits are not listed in these tables
# * hit, by the source's call; nt = not tested or not shown; [ ] = another dose, or the depositor's remark. Unless noted, no stated cut-off is given here; in the data, active means inhibition above about 50%; inactive means the rest.
entry | NOD1 NF-kB reporter | PMI inhibition | KOR beta-arrestin-1 | LYP inhibition | human PMI inhibition | SMILES | TNAP activators | XIAP displacement | HEK293 NOD2/NF-kB | KOR beta-arrestin-2
1 | -0.7% | -15.3% | 4.3% | 6.1% | 2.5% | N#CC1=C(N)SC(N)=C(C#N)C1CCC1CCCCC1 | 1 | 0.6% | 45.7% | -60.0%
2 | -45.2% | 14.8% | 6.5% | 3.9% | 15.7% | CN(C)C=Nc1ncc2c3ccccc3n(Cc3ccccc3)c2c1C#N | 1 | -4.2% | 12.2% | -14.0%
3 | -20.9% | 4.6% | 1.1% | -7.0% | 7.2% | Cc1cccc(N(C)S(=O)(=O)c2ccc3c(c2)NC(=O)CC(=O)N3)c1 | 1 | -4.7% | 4.6% | -10.6%
4 | -13.0% | nt | 0.9% | -7.1% | nt | O=C(CSc1ncnc2c1nnn2Cc1ccccc1F)NCC1CCCO1 (stereo not given) | nt | nt | 5.5% | 17.2%
5 | -10.0% | -6.1% | 4.4% | 1.1% | -9.6% | CCn1nc(C)c(C2C(C#N)=C(N)Oc3n[nH]c(C)c32)c1C (stereo not given) | 1.1 | -2.3% | 6.7% | 31.0%
6 | -3.8% | 2.5% | -3.3% | -12.9% | 6.3% | CCn1c(SCC(=O)NCc2cccs2)nnc1-c1cccs1 | 1.1 | -3.2% | 22.4% | 13.8%
7 | -17.8% | 5.0% | 1.4% | 0.5% | 5.9% | CCOC(=O)CSc1nc(C(C)(C)C)cc(C(F)(F)F)c1C#N | 1.1 | -0.9% | 3.7% | -30.7%
8 | -22.2% | -2.0% | -10.5% | -5.0% | 1.9% | C/C(=N\N1CCN(c2ccccc2)CC1)c1ccncc1 | 1.1 | 0.2% | 14.8% | -7.0%[20 µM]
9 | -9.5% | -11.7% | 6.3% | -3.9% | -13.3% | Cc1nc2c(-c3ccc(F)cc3)c(C)nn2c(C)c1CCC(=O)NC(C)CCc1ccco1 (stereo not given) | 1.1 | -7.2% | 0.8% | -13.2%
10 | -26.5% | 10.9% | -5.0% | -0.3% | 11.0% | CCCN1C(=O)c2cc(C(=O)NC3CCCCCC3)ccc2C1O (stereo not given) | 1.2 | -1.1% | -57.9% | -10.8%
11 | -15.8% | nt | -3.9% | 1.9% | nt | COc1ccc(Nc2c3ccccc3nc3ccccc23)cc1 | nt | nt | -38.2% | -18.9%
12 | -10.2% | 11.6% | 1.6% | 1.1% | 2.6% | CCOC(=O)c1c(NC(=S)Nc2ccc(C)cc2)sc2c1CCC2 | 1.1 | -3.0% | 10.9% | -6.2%
13 | -46.5% | 54.4%* | -1.1% | -2.6% | 12.6% | Cn1c2ccccc2c(=O)n2c(=O)c3ccccc3cc12 | 1.1 | 2.3% | -18.9% | 16.7%
14 | -28.1% | -33.9% | -0.4% | -2.0% | -12.9% | O=C(CN1CCCc2ccccc21)NC(=O)NCc1ccco1 | 0.9 | -4.8% | 1.5% | -5.2%
15 | -33.1% | 6.7% | 5.5% | 2.3% | 9.5% | CCSc1nnc(NC(=O)CSc2nc(CC)nc3c2c(=O)n(C)c(=O)n3C)s1 | 1 | 3.2% | 22.4% | -12.9%
16 | -27.5% | nt | nt | -8.1% | nt | Cc1cc(NC(=O)Nc2ccc(Cl)cc2)no1 | nt | nt | -56.5% | -9.4%[20 µM]
17 | -4.3% | nt | 1.6% | -1.8% | nt | COc1ccc(/C=[N+](\[O-])C2N(c3ccccc3)C(=S)SC2(C)C)cc1OC (stereo not given) | nt | nt | 0.7% | 24.4%
18 | -4.4% | nt | 2.3% | -3.5% | nt | Cc1cc2ccc3ccccc3c2cc1CN(C)C | nt | nt | -21.5% | -16.0%
19 | -9.3% | nt | 3.2% | -2.1% | nt | COC(=O)c1ccc(S(=O)(=O)N2CCN(C)CC2)n1C | nt | nt | 23.7% | -8.9%
20 | -13.3% | nt | -2.3% | -10.8% | nt | COc1ccccc1CN1CCN(Cc2nc(-c3ccc(C)cc3)oc2C)CC1 | nt | nt | -30.6% | -34.8%[20 µM]
21 | -21.2% | nt | -4.7% | 0.3% | nt | COc1ccc(N(CC(=O)Nc2ccccc2OC)S(=O)(=O)c2ccccc2)cc1Cl | nt | nt | 5.5% | -19.8%[20 µM]
22 | -21.8% | 7.5% | -2.1% | -6.0% | 12.4% | Cc1ccc(CNC(=O)CSc2nc3[nH]ncc3c(=O)[nH]2)cc1 | 1.2 | -2.7% | 10.1% | -19.2%
23 | -29.9% | nt | 4.6% | -2.5% | nt | COc1ccc(Cl)cc1NC(=O)CSc1nc2ccsc2c(=O)n1CC1CCC(C(=O)O)CC1 (stereo not given) | nt | nt | 6.0% | -8.0%
24 | -7.2% | nt | 7.1% | -8.0% | nt | CCOC(CC(=O)NNC(=O)c1c(-c2c(Cl)cccc2Cl)noc1C)OCC | nt | nt | -8.2% | -7.2%
25 | 43.7% | -8.0% | -0.2% | -4.7% | -15.3% | O=C(NNC(=O)c1cccnc1)Nc1ccc(Cl)c(Cl)c1 | 1 | -9.3% | 13.8% | 17.7%
26 | -10.0% | 8.2% | 4.7% | -9.0% | -8.4% | Cc1ccc(N(CC(O)CN2CCCC2)S(=O)(=O)c2ccccc2)cc1 (stereo not given) | 1 | 0.1% | 11.1% | 17.8%
27 | 6.4% | nt | -13.6% | -4.9% | nt | COc1ccc(-c2nn(-c3ccccc3)cc2/C=N/O)cc1 | nt | nt | 9.4% | 33.9%
28 | 6.6% | 17.8% | -2.2% | -2.9% | 12.7% | O=[N+]([O-])c1ccc(N2CCN(C(=S)Nc3ccc(F)cc3F)CC2)cc1 | 0.9 | -5.6% | 23.0% | -49.5%
29 | -16.4% | 5.8% | 0.9% | -8.5% | 14.1% | COc1ccc(OCC(=O)Nc2cc(C)c(Cl)cc2OC)c([N+](=O)[O-])c1 | 1.1 | -2.3% | -22.0% | -23.3%
30 | -27.1% | 13.1% | 1.0% | -9.3% | 0.2% | CC(=O)Nc1cc[n+](C(C)C(=O)c2ccc(Cl)cc2)cc1 (stereo not given) | 1.1 | -7.1% | -0.9% | -12.7%

# Screens from PubChem BioAssay.

# Only part of the results is shown; count on the stated rates, not on these rows.
